SR-BI uptake up: activators of SR-BI mediated DiI-HDL uptake, primary screen, ldlA[mSR-BI] CHO cells, DiI fluorescence. 3 h; 100 = double the neutral-control signal. actives 0.096% (n = 320,000). activation, % at 12.5 µM;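 active = mean replicate activation of at least 60% and every replicate at or above 60%; inconclusive = mean or all-replicate condition met, but not both; inactive = mean below 60% and not all replicates reaching 60%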;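 note: 0% = median plate neutral-control signal and 100% = twice that signal; values of inactives mirror those of a sister screen read the other way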
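Assay system: CHO ldlA[mSR-BI] cells, LDL receptor-null, SR-BI overexpressing; medium: Ham's F12 with 0.5% BSA, HEPES 25 mM, pH 7.4; also added: DiI-HDL 10 µg/mL; timing: 3 h uptake period with compound, 37 °C; signal: DiI fluorescence, bottom read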
phage Ecoli inh: growth loss of phage-infected E. coli, primary screen, RecBCD inhibitor project, absorbance, with phage, HTS. AID 651602, 2012. actives 0.26% (n = 360,000). inhibition, % at 11.9 µM; in the data active = inhibition above about 11%
AddAB inh: growth inhibition of E. coli expressing H. pylori AddAB, primary screen, AddAB inhibitor project, absorbance | actives 0.29% (n = 330,000) | AID 435030, 2010 | inhibition, % at 11.9 µM; in the data active = inhibition above about 12%;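 note: 0% = vehicle wells of infected cells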
CAL PDZ FP-1: CAL PDZ peptide-binding inhibitors, primary screen, biochemical, fluorescence polarization, Cer-tagged CAL PDZ, HTS; actives 0.02% (n = 330,000); inhibition, % at 20 µM; AID 504414, 2011; Golgi-associated PDZ and coiled-coil motif-containing protein (Homo sapiens), Q9HD26; purified CAL PDZ, TMR-peptide fluorescence polarization, 1 h;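 active = highest replicate inhibition of at least 40%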;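 note: plate controls were DMSO neutral control wells for no effect and unlabeled competitor peptide control wells for full effect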
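Test system: purified CerCALP PDZ construct; Compound dosing: one concentration, 20 µM compound; Also added: TMR-labelled reporter peptide T*-PRC34 bound in PDZ groove; Read-out: inhibition from polarization loss; Controls: unlabelled peptide and DMSO controls; Signal: FP readout, S and P plane fluorescence; Incubation: 1 h at RT.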
Wnt act: Wnt/beta-catenin pathway activators, primary screen, cell-based, plate reader, single point. Wnt/beta-catenin reporter cell assay, activator. activation, % at 9.35 µM. actives 1.2% (n = 300,000). AID 743398, 2014; in the data active = activation above about 30%, passing the limit was not always enough; inconclusive = no clear call, values can overlap the other calls;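 note: 0% = neutral control wells and 100% = positive control wells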
Ecoli viability: E. coli V3065 growth inhibition, primary screen, counter-screen for AddAB inhibitor project, absorbance, OD600; 18 h; inhibition, % at 11.9 µM; actives 0.27% (n = 330,000);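 active = inhibition above the campaign's mean inhibition across all tested compounds plus 3 SD, cut at about 9.9% in these data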;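 note: uninfected addAB+ strain grown without phage in ampicillin broth; 0% = DMSO wells and 100% = ciprofloxacin 0.95 µg/ml wells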
CAL PDZ FP-2: untagged CAL PDZ binding inhibitors, primary screen, biochemical, fluorescence polarization, HTS. AID 602252, 2012. purified CAL PDZ, TMR-peptide fluorescence polarization, 1 h. actives 0.92% (n = 300,000). inhibition, % at 24.9 µM;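 active = mean inhibition of at least 30% with at least half of replicates also reaching 30%; inconclusive = no clear call, values can overlap the other calls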;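 note: 0% = DMSO neutral control and 100% = excess unlabeled competitor peptide PRC23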
Tat export inh: E. coli Tat export inhibitors, primary screen, MC4100, TorA-mCherry reporter, fluorescence, single point; inhibition, % at 10 µM; actives 0.036% (n = 340,000); AID 488895, 2010;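 active = mean replicate inhibition at least 50% and at least half of replicates individually reaching 50%; inconclusive = only one of the two criteria met; inactive = neither criterion met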;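 note: exported cargo escapes ClpAP degradation while cytoplasmic cargo is degraded and loses fluorescence; 0% = median of neutral control wells and 100% = median of NaSCN control wells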
SR-BI DiI inh: inhibitors of SR-BI mediated HDL lipid uptake, primary screen, ldlA[mSR-BI] cells, fluorescence, single point | AID 488896, 2010 | actives 0.96% (n = 320,000) | ldlA[mSR-BI] CHO cells, DiI-HDL uptake fluorescence, 3 h | Scavenger receptor class B member 1 (Mus musculus), Q61009 | inhibition, % at 12.5 µM;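 active = mean replicate inhibition of at least 70% and a set share of replicates each scoring 70 or more; inconclusive = meets just one of the two criteria; inactive = fails both criteria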;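 note: 0% = median of neutral control wells and 100% = median of positive control wells; values of inactives mirror those of a sister screen read the other way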
Target sequence (Q61009 whole entry, looked up): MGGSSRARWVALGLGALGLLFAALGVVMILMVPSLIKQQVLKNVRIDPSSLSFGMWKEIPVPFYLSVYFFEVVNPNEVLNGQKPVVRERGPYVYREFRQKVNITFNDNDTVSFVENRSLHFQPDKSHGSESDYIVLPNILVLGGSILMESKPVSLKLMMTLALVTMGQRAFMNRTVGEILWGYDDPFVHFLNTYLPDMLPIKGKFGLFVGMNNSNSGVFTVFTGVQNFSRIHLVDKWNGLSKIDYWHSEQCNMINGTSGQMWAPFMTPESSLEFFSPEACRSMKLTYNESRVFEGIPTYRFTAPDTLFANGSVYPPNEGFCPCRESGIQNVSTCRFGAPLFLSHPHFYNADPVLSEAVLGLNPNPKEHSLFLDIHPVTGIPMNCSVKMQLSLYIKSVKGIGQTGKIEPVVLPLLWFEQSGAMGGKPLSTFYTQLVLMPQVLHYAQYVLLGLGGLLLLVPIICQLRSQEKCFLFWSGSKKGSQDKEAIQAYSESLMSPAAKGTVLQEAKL
MITF act: activators of MITF-driven TRPM1 promoter reporter, primary screen, cell-based, SK-MEL-5, luciferase, single point. activation, % at 12.5 µM. actives 0.75% (n = 300,000). SK-MEL-5 TRPM1-promoter luciferase, 24 h; % of positive control, neutral wells = 0. AID 588334, 2011;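 active = mean activation of at least 80% with every replicate also reaching 80%; inconclusive = mean reaches 80% but some replicate falls short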;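 note: 0% = neutral control wells and 100% = parthenolide positive control wells; values of inactives mirror those of a sister screen read the other way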
An asterisk follows results filed as active; ? = inconclusive; / = no result given; & = joins results of further samples. Rows are unselected; any-hit rate near 3.6%.

Each structure is followed by: SR-BI uptake up	phage Ecoli inh	AddAB inh	CAL PDZ FP-1	Wnt act	Ecoli viability	CAL PDZ FP-2	Tat export inh	SR-BI DiI inh	MITF act
> COc1ccc(Br)cc1C(=O)Nc1ccccc1-c1ccccc1
  -47	1.5	3.5	-2.4	-1	0.7	-1	1	47	-20
> COC(=O)c1ccc(NC(=O)Nc2ccc(F)cc2)cc1
  -3	4.1	4.1	-5.2	/	3.5	-6	-5	3	64
> CCN(CC)CCNC(=O)c1ccc2c(c1)ncn2C1CCCCC1
  -2	1.0	-1.7	-0.6	-3	-1.6	-45	1	2	6
> Cn1cnnc1SCC(=O)Nc1cccc(S(=O)(=O)N2CCOCC2)c1
  /	3.1	-1.3	-1.7	1	1.8	-2	-6	/	-2
> O=C1C2CCc3ccccc3C2N1c1ccccc1 (centres undefined)
  22	1.9	0.7	0.0	2	0.3	0	-5	-22	9
> COc1ccc(O)c(-c2cc(-c3ccccc3Cl)[nH]n2)c1
  -10	3.7	2.8	0.6	13	4.5	-5	7	10	/
> Cc1ccc(S(=O)(=O)N(C)C)cc1NC(=O)COC(=O)C1CC(=O)N(c2ccc3c(c2)OCCO3)C1 (centres undefined)
  17	2.4	2.1	-2.0	-1	-0.8	1	-6	-17	-2
> COc1ccccc1N1C(N)=NC(N)=NC1(C)C
  1	-0.8&3.4	0.6	0.1	0	-3.9	-3	-7	-1	0
> COc1ccc(C)cc1NC(=S)N1CCN(S(C)(=O)=O)CC1
  -4	3.1	1.1	0.7	/	0.2	0	0	4	-4
> Cc1ccc(N2C(=O)[C@@H]3[C@H](C2=O)[C@H]2C=CC=NN2[C@@H]3C(=O)Nc2ccc(Cl)cc2)cc1
  -27	3.5	0.2	-0.4	/	-1.9	-7	10	27	5
> O=C(O)c1cnn(-c2ccccc2)c1C(F)(F)F
  -28	3.7	0.2	-0.6	-1	1.3	-6	17	28	-15
> Cc1ccc(C(=O)Nc2nc(C)c(C(=O)N(C)C)s2)o1
  26	-1.5	1.3	-0.2	14	-2.0	12	-4	-26	13
> C#CCOCCOCCOCCNc1nc(N2CCN(C(=O)C(Cc3cc4ccccc4[nH]3)n3cc(C(N)C(C)CC)nn3)CC2)nc(N2CCN(C(=O)C(Cc3cc4ccccc4[nH]3)n3cc(C(N)C(C)CC)nn3)CC2)n1 (centres undefined)
  67*	/	1.1	0.4	/	1.0	7	6	-67	-3
> CCOCCCN1C(=O)C(O)=C(C(C)=O)C1c1cccs1 (centres undefined)
  -3	-0.5	3.1	0.2	-3	0.0	-1	-6	3	6
> Clc1ccc(-n2nnnc2CN2CCOCC2)cc1Cl
  16	3.8	2.5	-0.8	/	-0.2	-4	7	-16	1
> COc1cc(OC)c(C(=O)NCCCN2CCOCC2)cc1OC
  24	0.5	1.5	0.8	-3	0.2	-7	16	-24	3
> O=C(O)c1ccc(N2C(=O)/C(=C/C=C/c3ccccc3)SC2=S)cc1
  7	4.0	1.5	-1.7	-1	-1.3	-4	1	-7	-10
> COc1c(S(=O)(=O)N2CCCCC2)ccc2c(S(=O)(=O)N3CCCCC3)cccc12
  7	3.3	0.9	0.9	/	-1.2	-3	3	-7	/
> COc1ccc(NS(=O)(=O)c2cc(C(=O)N3CCN(C(C)=O)CC3)ccc2Cl)cc1
  10	6.8	4.0	0.6	-1	-2.8	0	-2	-10	13
> COC(=O)CCCN=C1SCCN1Cc1ccccc1
  /	1.0	2.9	-1.4	0	1.8	-1	0	/	-11
> COc1ccc(CNC(=O)CCSCc2cccc(F)c2)cc1
  -12	2.1	1.4	-1.0	3	1.8	-3	2	12	-1
> CC(Oc1ccc([N+](=O)[O-])cc1)C(=O)NCCCN1CCOCC1 (centres undefined)
  0	3.9	-2.1	1.0	2	1.4	-1	-4	0	10
> O=C(c1sccc1Cl)N1CCN(Cc2ccc3c(c2)OCO3)CC1
  0	3.7	2.7	0.0	4	-2.3	1	-2	0	5
> c1csc(-c2nnc(-c3ccc(N4CCOCC4)cc3)o2)c1
  7	4.0	-1.3	-0.9	/	-1.1	/	-5	-7	17
> COc1ccc2c(C)cc(SCC(=O)Nc3nsc(-c4ccc(C)cc4)n3)nc2c1
  11	2.9	-1.3	-3.6	3	-1.2	2	3	-11	-1
> CCCCNC(=O)C1CCCNC1=O (centres undefined)
  4	2.6	-0.3	-1.3	/	1.1	-3	-2	-4	12
> Cc1ccn2cc(CCNS(=O)(=O)c3ccc([N+](=O)[O-])cc3)nc2c1
  /	6.2	2.0	-2.5	-1	0.6	-4	9	/	-4
> c1ccc(COc2ccc3nocc3c2)cc1
  13	-0.8	-0.4	-0.1	32*	-2.9	-4	-24	-13	117*
> Cc1ccc2c(c1)c(C)c(C)n2CC(O)CN1CCOCC1 (centres undefined)
  7	2.6	0.2	-2.4	0	0.6	-2	-11	-7	2
> CCN(CC)Cc1nc2c(c(=O)[nH]1)C1(CCCC1)Cc1ccccc1-2
  -6	-0.4	-1.8	-1.5	/	-0.4	/	0	6	9
> O=C(COc1cc2oc(=O)c3c(c2cc1Cl)CCC3)NCC1CCC(C(=O)O)CC1 (centres undefined)
  4	0.8	2.0	-2.7	0	1.3	-2	2	-4	1
> CC1(C(=O)Oc2ccccc2)Cc2ccccc2C(=O)O1 (centres undefined)
  /	2.1	2.5	-2.3	2	-1.1	0	0	/	-5
> CC(=O)Oc1ccc(-c2cccc(C(=O)Oc3ccccc3)c2)cc1
  -27	3.8	1.6	0.3	/	-0.6	/	-4	27	6
> CC1CN(C(=S)NC(=O)c2cccc([N+](=O)[O-])c2)CC(C)O1 (centres undefined)
  /	2.4	3.9	-0.2	2	0.1	/	-13	/	/
> CCOc1ccc(CCNC(=O)c2ccc(S(=O)(=O)N3CCCC3)cc2)cc1OCC
  -59	6.1	3.4	-2.1	-2	0.8	-2	9	59	-2
> COc1cc(N)c(Br)cc1C(=O)O
  9	3.9	1.9	-0.7	1	0.1	-5	-7	-9	14
> COC(=O)COc1ccc(S(=O)(=O)NCC2CCCO2)cc1Cl (centres undefined)
  8	4.0	-1.3	/	-2	-3.0	-1	-1	-8	-5
> CC1CCN(C(=O)CSc2nnc(Cn3c(=O)sc4ccccc43)n2C)CC1
  10	1.1	7.3	-0.5	-3	-1.1	/	1	-10	/
> COc1ccc(-c2nc(-c3cccc(C(F)(F)F)c3)no2)cc1OC
  -26	1.7	-0.4	-2.5	8	0.0	2	4	26	/
> O=C(COC(=O)/C=C/c1ccco1)NC1CCCCC1
  4	1.5	-0.9	-0.1	-2	1.8	-2	8	-4	2
> Cc1cc(C)n2cc(CSCC(=O)O)nc2n1
  12	2.4	0.2	-1.9	/	0.6	-2	-13	-12	-2
> COC(=O)c1ccc(CSc2nnc(CNC(=O)COc3ccc(Cl)cc3)o2)o1
  6	3.4	-0.7	-1.9	-7	-0.6	-3	0	-6	-12
> CSc1ccc(CN(C)CC(=O)Nc2ccccc2C(=O)NC2CC2)cc1
  11	1.1	0.5	-1.3	2	-1.1	-8	4	-11	-2
> Cc1nc2c(C)cccn2c(=O)c1NC(=O)c1ccc2c(c1)OCO2
  10	4.3	0.1	-3.0	1	-0.7	-4	-17	-10	2
> CCOc1cc(N2CCOCC2)c(OCC)cc1NC(=O)COc1cccc(CC)c1
  -40	1.0	0.5	1.1	-5	-0.2	/	-8	40	-13
> CCNC(=O)COC(=O)CCNC(=O)c1cccc(C)c1
  17	3.3	4.6	-3.2	-2	0.9	-2	5	-17	3
> CC1CC(C)CN(C(=S)NC2CCCCC2)C1 (centres undefined)
  -6	3.1	4.0	0.1	-1	0.3	1	1	6	-8
> S=c1[nH]nc(C2CCCCC2)n1/N=C/c1cccc(Cl)c1Cl
  -4	0.7	/	0.8	2	/	-3	-3	4	8
> COc1cccc2[nH]c3c(=O)n(CCN(C)C)cnc3c12
  -3	0.8	-0.9	-0.4	/	-1.3	-1	-3	3	8
> COc1ccc(OC)c2nc(-c3cccnc3)ccc12
  -19	1.8	-0.9	0.6	5	-0.4	7	2	19	22
> CN(C)S(=O)(=O)c1cc(NC(=O)c2cc(=O)c3ccccc3o2)ccc1Cl
  -74	2.2	1.7	-7.9	3	0.4	-4	-1	?	40
> CCC(=O)Nc1cc(C(F)(F)F)ccc1N1CCOCC1
  15	1.4	-1.6	/	/	-5.9	2	-7	-15	4
> O=C(COc1ccc(Br)cc1)Nc1ccc([N+](=O)[O-])cn1
  -6	2.6	3.1	-0.6	/	0.9	-1	5	6	-6
> O=C(CSc1nnc2ccccn12)NNC(=O)c1ccccc1
  24	2.0	3.0	-2.4	0	2.5	/	-5	-24	9
> CCS(=O)(=O)N1CCN(c2cnn(-c3ccccc3)c(=O)c2Cl)CC1
  8	4.6	-0.7	-2.0	-10	-4.4	1	-6	-8	4
> CCCCCNC(=O)c1ccc2c(c1)ncn2-c1ccc(OC)cc1
  -13	-0.6	1.8	-2.0	-1	1.7	-5	5	13	9
> Fc1cnc(Cl)nc1N1CCN(c2ccccc2)CC1
  48	1.5	4.5	-1.3	3	0.8	/	-14	-48	14
> S=c1[nH]nc(Cc2ccccc2)n1Cc1ccco1
  5	-0.1	-0.9	-2.0	1	0.8	-1	4	-5	-2
> Cc1cc(N=Nc2c(O)c3ccccc3[nH]c2=O)ccc1N=Nc1ccc(C(=O)N(C)C)cc1
  -10	-1.7	/	-1.5	3	/	7	-8	10	9
> COCCN(Cc1cc2c(C)cc(C)cc2nc1Cl)C(=O)c1ccccc1F
  -16	2.6	-2.1	-0.7	-2	-2.7	/	1	16	/
> Cc1ccc(S(=O)(=O)Nc2ccc3c(c2)nc(CCN2CCOCC2)n3C)cc1
  /	0.7	0.3	-2.3	2	-1.3	32*	3	/	-9
> COc1ccc(/C=C/CN2CCN(CCc3ccccc3)C(CCO)C2)cc1 (centres undefined)
  25	3.6	-2.0	-0.4	1	-0.8	3	-1	-25	-8
> CCOc1ccccc1C(=O)Nc1ccc(NC(=O)c2ccccc2)cc1
  -28	1.7	2.2	-2.5	-2	0.9	-6	3	28	19

Source: PubChem BioAssay (several laboratories)
